PMI inhibitors – MPI enzyme activity inhibition – biochemical, fluorescence intensity, coupled assay, primary screen (AID 1209). purified PMI enzyme, coupled fluorescence intensity; higher % means a stronger effect. one-dose inhibition, % at 20 µM; IC50 in µM for titrated hits. hit rate 0.42% among 190,000;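 also: plate controls were DMSO vehicle for no effect and wells lacking substrate for full effect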
LYP inhibition – inhibitors of LYP phosphatase, biochemical, fluorescence intensity, uHTS (AID 1779); recombinant LYP phosphatase, fluorescence intensity; higher % means a stronger effect; inhibition, % at 11.5 µM; hits with a dose series show IC50 in µM; hit rate 0.054% among 290,000;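 also: plate controls were vehicle with enzyme for no effect and no enzyme for full effect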
TNAP activation fold – human TNAP enzyme activators, primary screen, biochemical, luminescent, no phosphate acceptor, uHTS (AID 1001); purified TNAP, luminescent activation assay, no phosphate acceptor; higher activation fold means a stronger effect; activation fold at 20 µM, or EC50 in µM where a hit was titrated; hit rate 0.03% among 200,000; in the data active = activation fold from about 3, or a potency from the dose series; inactive = the rest, 99 in 100 with activation fold below about 1.6; also: many of its hits are not listed in these tables
XIAP antagonists – XIAP antagonists, biochemical, IAP family, fluorescence polarization (AID 1018); XIAP BIR domain, fluorescence polarization peptide displacement; higher % means a stronger effect; displacement, % at 20 µM, or IC50 in µM where a hit was titrated; hit rate 0.007% among 200,000; in the data active = displacement above about 50%; also: a part of the inactive calls stands beside numbers as strong as those of hits
M1AAP inhibition – P. falciparum M1AAP inhibitors, biochemical, fluorogenic H-Leu-NHMec substrate, 1536-well (AID 1445) | one-dose inhibition, % at 30 µM; IC50 in µM for titrated hits | recombinant M1AAP, H-Leu-NHMec fluorogenic kinetic assay; higher % means a stronger effect | hit rate 0.42% among 220,000;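 active = primary inhibition above the hit cutoff, then over 50% inhibition at one or more dose response concentrations, cut at about 23% in these data, passing the limit was not always enough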;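 also: plate controls were DMSO full reaction for no effect and no enzyme background for full effect; strong numbers were not always called active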
Yfh1-depleted yeast – enhancers of respiration in Yfh1-depleted yeast, dose response, Friedreich's ataxia, plus single-dose screen (AID 1465); S. cerevisiae Yfh1-off respiration, WST-1 reduction, 72 h; higher fold induction means a stronger effect; fold induction at 50 µM; hits with a dose series show EC50 in µM; hit rate 0.074% among 220,000;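 active = fold induction of absorbance versus untreated yeast above a set limit, then at least 30% activation at any dose in follow-up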;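 also: activators that raise dye reduction in frataxin-depleted yeast; strong numbers were not always called active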
M17LAP inhibition – P. falciparum M17LAP inhibitors, primary screen, biochemical, fluorogenic H-Leu-NHMec substrate, 1536-well (AID 1619) | recombinant M17LAP, H-Leu-NHMec fluorogenic kinetic assay; higher % means a stronger effect | inhibition, % at 30 µM; hits with a dose series show IC50 in µM | hit rate 0.38% among 220,000;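 active = compound inhibiting the enzyme by more than half at any dose during confirmatory dose-response retesting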;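 also: plate controls were full reaction with DMSO carrier for no effect and no enzyme background for full effect; strong numbers were not always called active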
WT yeast gro inh – growth inhibition of WT yeast, mitochondrial fusion screen | mitochondrial fusion phenotypic screen, WT strain | inhibition, % at 10 µM | hit rate 2.1% among 190,000 | AID 1362; in the data active = inhibition above about 58%; tested in S. cerevisiae
human PMI inhibitors – human PMI inhibitors, high substrate, primary screen, biochemical, fluorescence intensity, high mannose 6-phosphate (AID 1220); recombinant PMI enzyme, coupled fluorescence intensity; higher % means a stronger effect; inhibition, % at 20 µM; hits with a dose series show IC50 in µM; hit rate 0.66% among 190,000
WT yeast gro inh mutant strain – also measured in WT yeast gro inh; calls as there; inhibition, %; mitochondrial fusion phenotypic screen, mutant strain inhibition
* = called active by the depositor; i = inactive; nt = not tested or not shown. Rule as the data show it, unless noted: active = inhibition above about 50%; inactive = the rest.

SMILES | PMI inhibitors | LYP inhibition | TNAP activation fold | XIAP antagonists | M1AAP inhibition | Yfh1-depleted yeast | M17LAP inhibition | WT yeast gro inh | WT yeast gro inh mutant strain | human PMI inhibitors
O=C(CSc1ccc(Cl)cc1)Nc1ccc(N2CCN(C(=O)c3ccc(Cl)cc3)CC2)cc1 | 14% | 3% | 1.1 | -19% | 6% | i | 3% | -11 | 24 | 6%
COC(=O)c1sc2nc(-c3ccccc3)nc(N3CCN(C)CC3)c2c1C | 5% | -5% | 1 | -3.9% | 13% | i | 11% | 1 | 9 | 2%
CCCCn1c(NCc2ccccn2)nc2ccccc21 | 13% | -6% | 1 | -1.9% | 8% | i | -1% | -12 | 9 | 19%
CCN(CC)CCNc1ncnc2c1[nH]c1ccc(OC)cc12 | nt | nt | nt | nt | 23% | i | -26% | -1 | 7 | nt
O=C(c1ccc(S(=O)(=O)N2CCCC2)cc1)N1CCCc2ccccc21 | 3% | -4% | 1.1 | -16% | 14% | i | 8% | 7 | -3 | 14%
CC(=O)NCC(=O)NC1(C(=O)NC2CCCC2)CCCCC1 | 11% | 0% | 1.1 | -5.1% | 7% | i | 2% | 6 | 0 | 7%
CCC(=O)Nc1nc2ccccc2n1Cc1ccc(Cl)cc1 | -12% | 6% | 1.1 | -1.7% | nt | i | nt | 64 | 65 | -23%
COC(=O)c1nn(-c2ccccc2)c(Cl)c1/C=N/OCc1ccc(C)cc1 | 10% | 1% | 1 | -6.3% | 0% | i | 3% | 20 | -9 | 16%
Oc1ccc(/C=N/NC(=S)Nc2cccnc2)c(O)c1O | nt | 5% | nt | nt | 7% | >100µM* | 15% | nt | nt | nt
c1ccc(-c2nc(CSc3nnnn3-c3ccccc3)cs2)cc1 | -7% | -13% | 1 | -2.5% | 13% | i | 3% | 22 | 10 | -10%
CC1CCCN(c2nc3c(c(=O)n(C)c(=O)n3C)n2CCSc2nc3ccccc3s2)C1 (stereo not given) | 8% | -4% | 1 | -3.7% | 7% | i | -3% | 46 | 22 | 5%
Cc1cccc(NC(=O)C2c3ccccc3C(=O)N3CCc4ccccc4C23)n1 (stereo not given) | 4% | 0% | 1.1 | 1.0% | 9% | i | 13% | -22 | 0 | 0%
Cc1ccc(C(=O)NC(=S)Nn2cnnc2)cc1 | 12% | -3% | 1 | -2.9% | -4% | i | 11% | 13 | 10 | -2%
COC(=O)c1sc(S(=O)(=O)Nc2ccc(C)cc2)c(C(=O)OC)c1C | 3% | -9% | 1.1 | -4.5% | -1% | i | -2% | 35 | 9 | -1%
Cc1ccccc1C(=O)NNC(=S)NC(=O)COc1ccccc1 | 18% | 1% | 1.1 | -12% | 13% | i | 9% | -12 | -1 | 3%
NS(=O)(=O)c1ccc(N/N=C/c2cn(-c3ccccc3)nc2-c2cccs2)c([N+](=O)[O-])c1 | 6% | -9% | 0.9 | -6.7% | 11% | i | 6% | 25 | 24 | 10%
O=C(CCS(=O)(=O)Cc1ccccc1F)NCCCN1CCCCC1 | 8% | -5% | 1.1 | -1.9% | 1% | i | -18% | 13 | -3 | 7%
Cc1noc(C(=O)NCc2ccco2)c1Cl | -12% | -5% | 1.1 | -4.3% | 5% | i | -4% | 13 | 8 | -15%
Cc1c(C(=O)NNS(=O)(=O)c2ccccc2Cl)sc(=S)n1C | -5% | -1% | 1 | -4.0% | 8% | i | 21% | 7 | 8 | 4%
O=c1ncn(-c2cccc(F)c2)c2ncccc12 | -1% | -6% | 1 | -6.4% | 12% | i | -2% | 5 | 2 | -6%
O=c1ccnc2n1COCS2 | nt | -3% | nt | nt | 2% | i | 1% | nt | nt | nt
OC(COc1ccc2c(c1)CCC2)Cn1cnc2ccccc21 (stereo not given) | -4% | -7% | 0.9 | -6.6% | -3% | i | 5% | 35 | 33 | -8%
O=C(C/C=N\OCc1ccc([N+](=O)[O-])cc1)Nc1ccc(Cl)cc1 | -7% | 2% | 1 | -4.7% | 4% | i | 0% | 7 | 22 | -2%
O=C1c2ccccc2C(=O)N1CCC(O)C[N+](=O)[O-] (stereo not given) | -3% | -4% | 1.1 | -2.6% | 3% | i | 5% | -2 | -2 | -5%
O=C(Nc1ccc(S(=O)(=O)Nc2ccc(F)cc2)cc1)c1ccc(CN2CCOCC2)cc1 | 26% | -11% | 1.1 | -10% | 4% | i | -11% | -25 | -10 | 17%
Nc1nc(SCC(=O)Nc2ccc3c(c2)OCO3)n[nH]1 | -3% | -6% | 1 | -5.1% | 2% | i | 5% | 0 | 3 | -1%
CN(C)CCCNC(=O)c1cc2c3ccccc3n(C)c2s1 | 5% | -4% | 1.1 | -1.7% | 9% | i | 22% | -7 | -1 | -1%
COc1cc(NC(=O)CCCn2c(=S)[nH]c3ccccc3c2=O)cc(OC)c1OC | -13% | 2% | 1.1 | -5.8% | 6% | i | 6% | 8 | 8 | -5%
Cc1ccc(C(C(=O)NCc2ccco2)N(C(=O)CNC(=O)c2cccs2)c2ccc(C)cc2)cc1 (stereo not given) | -8% | 0% | 1.1 | -4.4% | 9% | i | -4% | -1 | 1 | -8%
CC(=O)c1ccc(OCC(O)CN2CC(C)OC(C)C2)cc1 (stereo not given) | -12% | 1% | 1.1 | -9.5% | 7% | i | 8% | -10 | 14 | -20%
O=C(Nc1ccc(C(F)(F)F)cc1-c1ccccc1)c1ccccc1 | 8% | -10% | 1.2 | -3.8% | 5% | i | -5% | -3 | 9 | -2%
CC1(C)CC(=O)C(C=NCCN2CCN(C(=S)NC3CCCCC3)CC2)=C(O)C1 | -12% | -1% | 1 | -5.6% | -1% | i | 6% | -14 | -17 | -6%
O=C(Nc1ccc(N2CCN(C(=O)c3ccccc3)CC2)cc1)c1cc2ccccc2o1 | 7% | -4% | 1 | -0.1% | 6% | i | -5% | 12 | 1 | 10%
CCCC(C)n1[nH]c(=O)c2c(C)cc(C)nc21 (stereo not given) | 3% | -5% | 1.1 | -2.9% | 8% | i | -6% | -4 | -21 | 3%
Cc1ccc2c(c1)[nH]c1c(=O)n(CCCN3CCOCC3)cnc12 | -2% | -4% | 1.1 | -6.1% | 6% | i | -1% | 6 | 7 | -1%
CCN(CC)C(=O)Cn1cc(/C=C(\C#N)C(=O)N2CCN(c3ccccc3)CC2)c2ccccc21 | 8% | 8% | 1 | -5.3% | 6% | i | 7% | 26 | 6 | 5%
Cc1ccc(OCC(O)CNCc2ccccc2)cc1C (stereo not given) | nt | -7% | nt | nt | 2% | i | 0% | nt | nt | nt
O=C(COC(=O)CCC(=O)c1cccs1)Nc1ccccc1[N+](=O)[O-] | -5% | -1% | 1.1 | -3.2% | 2% | i | 0% | -20 | 1 | -6%
Cc1cccc(NC(=S)NN(Cc2ccccc2)c2ccccc2)c1C | 4% | -3% | 1.1 | -8.6% | 12% | i | 12% | -15 | -13 | 2%
CN(C(=O)c1ccccc1C(=O)OCC(=O)NCc1cccs1)C1CCCCC1 | 2% | -4% | 1.1 | -5.0% | 6% | i | -19% | -5 | -3 | -5%
COc1ccc(C2=NCC(CSc3nnc(-c4ccc5c(c4)OCO5)o3)S2)cc1 (stereo not given) | 6% | -8% | 1 | -5.5% | 15% | i | 7% | 3 | 3 | 6%
COc1cc(S(=O)(=O)N2CCC(c3nc4ccccc4s3)CC2)ccc1S(=O)(=O)NC1CCCC1 | 7% | -1% | 1.1 | -9.6% | 7% | i | 15% | -2 | -3 | 14%
CCOCCCNC(=O)c1cc2sc(Cl)cc2n1CC | -2% | 2% | 1 | -3.6% | 8% | i | 5% | 13 | 3 | -6%
CCOC(=O)Cc1csc(NC(=O)/C=C/c2ccco2)n1 | nt | -1% | nt | nt | 4% | i | -9% | nt | nt | nt
CN1CCN(C(=S)SCC(=O)Nc2nc(-c3ccccc3)c(-c3ccccc3)o2)CC1 | 17% | -8% | 1.1 | -3.9% | -1% | i | -1% | 31 | 14 | 7%
FC(F)(F)c1cc(-c2ccco2)nc(-n2nc(C(F)(F)F)cc2C2CC2)n1 | 6% | 0% | 1.1 | -2.2% | 5% | i | -3% | 29 | -19 | 6%
N#C/C(=C\c1ccc(-c2ccccc2[N+](=O)[O-])o1)C(N)=O | nt | -5% | nt | nt | -2% | i | -2% | nt | nt | nt
CCOC(=O)Cn1cnc2sc3c(c2c1=O)CCC3 | 7% | -2% | 1.1 | -2.5% | 9% | i | -1% | -8 | 6 | 2%
Cc1c(C(C)C)c(=O)n(-c2ccc(S(=O)(=O)NCc3ccccc3)cc2)n1C | -26% | -4% | 1 | -2.2% | 4% | i | 5% | -11 | 0 | -14%
O=C(Nc1ccc(F)cc1F)c1cc2nc3c(c(C(F)(F)F)n2n1)CCCC3 | 4% | 1% | 1.2 | -2.2% | 0% | i | -3% | -9 | 1 | -2%

(list continues)
SMILES | PMI inhibitors | LYP inhibition | TNAP activation fold | XIAP antagonists | M1AAP inhibition | Yfh1-depleted yeast | M17LAP inhibition | WT yeast gro inh | WT yeast gro inh mutant strain | human PMI inhibitors
Cc1ccc(C)c(OCCOCCN2CCOCC2)c1 | 9% | -6% | 1.1 | -6.3% | 8% | i | -2% | 5 | -2 | 3%
CCN1CCCC1CN(Cc1cc2ccc(C)cc2[nH]c1=O)C(=S)Nc1ccc(OC)cc1 (stereo not given) | 9% | -7% | 1.2 | -6.4% | -3% | i | -9% | -5 | 0 | 4%
C=CCN(C)NC(=S)Nc1ccccc1 | 12% | -9% | 1.2 | -5.3% | 10% | i | -7% | -1 | 4 | -3%
CC1CC(C)(C)NC(=O)O1 (stereo not given) | 6% | -6% | 1 | 1.1% | -7% | i | 8% | 4 | -2 | 12%
OC(c1ccccc1)c1cccnc1 (stereo not given) | 6% | -2% | 1.1 | -8.5% | -2% | i | -5% | 11 | 4 | 6%
NC1=NN(c2cccc(C(=O)O)c2)C(=O)C1 | 15% | 7% | 1 | -4.8% | 5% | i | 16% | -21 | -12 | 34%
CCCOc1ccc(N2C(=O)CC(NCCNc3ccc(S(=O)(=O)CC)cc3)C2=O)cc1 (stereo not given) | 12% | -3% | 1.1 | -5.9% | -2% | i | -3% | 17 | 10 | 11%
O=C(CO/N=C/c1ccccc1OC(F)F)NCc1ccco1 | nt | -7% | nt | nt | -3% | i | 4% | nt | nt | nt

Reprinted at random: 5 compounds from above
SMILES | PMI inhibitors | LYP inhibition | TNAP activation fold | XIAP antagonists | M1AAP inhibition | Yfh1-depleted yeast | M17LAP inhibition | WT yeast gro inh | WT yeast gro inh mutant strain | human PMI inhibitors
CC1CC(C)(C)NC(=O)O1 (stereo not given) | 6% | -6% | 1 | 1.1% | -7% | i | 8% | 4 | -2 | 12%
NC1=NN(c2cccc(C(=O)O)c2)C(=O)C1 | 15% | 7% | 1 | -4.8% | 5% | i | 16% | -21 | -12 | 34%
O=C(CO/N=C/c1ccccc1OC(F)F)NCc1ccco1 | nt | -7% | nt | nt | -3% | i | 4% | nt | nt | nt
C=CCN(C)NC(=S)Nc1ccccc1 | 12% | -9% | 1.2 | -5.3% | 10% | i | -7% | -1 | 4 | -3%
CCCOc1ccc(N2C(=O)CC(NCCNc3ccc(S(=O)(=O)CC)cc3)C2=O)cc1 (stereo not given) | 12% | -3% | 1.1 | -5.9% | -2% | i | -3% | 17 | 10 | 11%

Bioassay records as filed in PubChem BioAssay.
